Anthrax LF prot: anthrax lethal factor protease inhibition. multiplex microsphere protease cleavage assay, LF. inhibition, % at 10 µM. hit rate 0.12% among 360,000. AID 588501; further: plate controls were buffer without enzyme for full effect and enzyme alone for no effect
Target sequence (P15917 whole entry, looked up): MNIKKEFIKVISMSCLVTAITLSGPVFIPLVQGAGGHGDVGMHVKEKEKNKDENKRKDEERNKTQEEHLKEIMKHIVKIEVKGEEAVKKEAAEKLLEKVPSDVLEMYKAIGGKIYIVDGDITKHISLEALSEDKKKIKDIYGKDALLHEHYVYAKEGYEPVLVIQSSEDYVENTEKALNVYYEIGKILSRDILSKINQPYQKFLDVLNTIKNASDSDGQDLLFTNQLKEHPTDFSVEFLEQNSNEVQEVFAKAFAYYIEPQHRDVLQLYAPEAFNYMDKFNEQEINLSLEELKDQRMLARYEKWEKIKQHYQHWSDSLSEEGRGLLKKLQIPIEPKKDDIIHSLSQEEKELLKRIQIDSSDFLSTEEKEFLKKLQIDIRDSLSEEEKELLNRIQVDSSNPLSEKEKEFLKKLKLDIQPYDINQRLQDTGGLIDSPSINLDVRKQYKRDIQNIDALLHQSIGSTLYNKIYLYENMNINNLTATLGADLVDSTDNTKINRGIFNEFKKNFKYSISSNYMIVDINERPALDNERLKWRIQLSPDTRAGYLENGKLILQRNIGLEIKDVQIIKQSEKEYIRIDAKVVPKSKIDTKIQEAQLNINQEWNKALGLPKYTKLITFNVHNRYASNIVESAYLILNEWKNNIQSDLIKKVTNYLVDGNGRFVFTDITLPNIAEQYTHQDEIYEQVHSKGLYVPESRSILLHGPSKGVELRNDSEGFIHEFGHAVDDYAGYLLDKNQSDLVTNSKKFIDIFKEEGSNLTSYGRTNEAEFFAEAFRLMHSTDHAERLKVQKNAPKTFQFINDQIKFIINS
VHR inh abs: inhibitors of human VHR1 phosphatase (DUSP3). P51452. hit rate 0.52% among 290,000. inhibition, % at 13.3 µM. recombinant VHR phosphatase, pNPP absorbance; in the data active means inhibition above about 50%; further: some compounds called inactive have numbers as strong as hits
Target sequence (P51452 whole entry, looked up): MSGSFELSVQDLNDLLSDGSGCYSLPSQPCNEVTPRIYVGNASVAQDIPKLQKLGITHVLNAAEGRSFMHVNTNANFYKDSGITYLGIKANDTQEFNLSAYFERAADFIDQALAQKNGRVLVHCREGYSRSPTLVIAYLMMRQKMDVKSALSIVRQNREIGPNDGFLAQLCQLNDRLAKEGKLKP
BoNT A protease: inhibitors of Botulinum neurotoxin A light chain protease. inhibition, % at 10 µM. hit rate 0.17% among 360,000. multiplex microsphere protease substrate cleavage, flow cytometry; further: plate controls were buffer without enzyme for full effect and enzyme alone for no effect
PriA SSB inh: blocks PriA binding to SSB C-terminal tail; AlphaScreen SSBct-PriA binding, biotinylated peptide; inhibition, % at 33 µM; AID 1272365; hit rate 0.6% among 430,000; in the data active means inhibition mostly above about 37%, no sharp cut-off; inactive means mostly below about 20%;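 further: plate controls were negative control peptide for no effect and reference peptide for full effect; strong numbers were not always called active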
PfHsp40 rescue: rescue of PfHsp40-mediated yeast toxicity. growth rescue, % at 12.5 µM. S. cerevisiae expressing PfHsp40, growth rescue, ATP luminescence. hit rate 0.68% among 340,000. AID 504582; in the data active means growth rescue above about 28%, passing the limit was not always enough; inconclusive means no clear call, values can overlap the other calls;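 further: yeast W303a lacking pdr1 and pdr3 grown in galactose medium; growth measured after three days at 30 °C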
TcdB GH inh: TcdB glycohydrolase inhibition; P18177; inhibition, % at 9.99 µM; hit rate 0.24% among 350,000; TcdB glycohydrolase enzymatic assay, plate reader; in the data active means inhibition above about 10%
BH1578 lux ind: quorum light induction in luxS cqsA deficient V. cholerae | V. cholerae BH1578 lux reporter, luminescence, 6 h | activation, % at 18.7 µM | hit rate 0.16% among 350,000 | AID 588436; in the data active means activation mostly above about 9.7%, no sharp cut-off; inconclusive means no clear call, values can overlap the other calls; inactive means mostly below about 3.7%; further: not every result past the cut was called active; inactives centre near 0; reference of the scale not given here
Yp Topo-I inh: blocks Yersinia pestis topoisomerase I activity; hit rate 0.064% among 360,000; activity, % at 10 µM; Y. pestis Topo-I cleavage product accumulation, plate reader; AID 504884; in the data active means activity above about 50%, passing the limit was not always enough; inconclusive means no clear call, values can overlap the other calls; further: inactives centre near 2
SARS 3CLpro inh: SARS-CoV 3CLpro protease inhibition. P0C6X7. recombinant SARS-CoV 3CLpro, quenched FRET peptide cleavage. inhibition, % at 6 µM. hit rate 0.14% among 290,000; in the data active means inhibition above about 12%
CCHF vOTU inh: CCHFV vOTU protease inhibition | Pep-AMC fluorescence | inhibition, % at 11.5 µM | hit rate 0.55% among 370,000 | AID 651958; in the data active means inhibition above about 30%; further: 0% = vehicle wells with enzyme and 100% = no enzyme wells
Numbers without * were called inactive; i = inactive; u = inconclusive; x = not tested or not shown. Unless noted, no stated cut-off is given here; in the data, active means inhibition above about 30%; inconclusive means no clear call, values can overlap the other calls; inactive means below that. These rows are one share of the data. The share of hits here may be higher or lower than overall.

#	SMILES	Anthrax LF prot	VHR inh abs	BoNT A protease	PriA SSB inh	PfHsp40 rescue	TcdB GH inh	BH1578 lux ind	Yp Topo-I inh	SARS 3CLpro inh	CCHF vOTU inh
1	CC(=O)N=c1sc2cc(C)ccc2n1C	1.1	-0.8	0.4	-9.7	0.0	x	-2.0	10.3	-4.7	5.3
2	Cc1ccccc1Oc1ccccc1N	-9.1	4.2	-0.3	14.3	-1.1	0.1	-0.6	6.0	1.8	2.5
3	O=C(OCCCc1cc2ccccc2c(=O)o1)N1CCOCC1	-0.3	x	0.1	-1.6	-1.1	0.7	i	1.5	x	5.1
4	Cc1cc(C)cc(-c2nnc(SCc3ccc(C(=O)O)cc3)o2)c1	8.4	12.9	-1.0	-6.9	-0.2	1.0	-0.3	10.1	6.3	15.9
5	Cc1cc(C(=O)N2CCC(C)CC2)on1	3.0	12.5	1.1	-3.6	-0.9	0.3	-0.4	-7.4	4.0	-15.0
6	COC1CCN(C(=O)CC2C(=O)NCCN2CC(C)(C)C)CC1 (stereo unspecified)	-0.7	-16.8	-0.2	-8.4	-0.5	0.2	0.4	9.7	3.6	-13.7
7	CS(=O)(=O)c1ccccc1C(=O)Nc1ccc(-c2nc3ccccc3o2)cc1	-0.1	34.4	1.8	-8.3	0.9	2.2	i	21.4	2.1	14.3
8	CCC(=O)n1nc(-c2ccc(Cl)cc2)nc1SC	x	-5.3	x	-10.0	0.3	x	2.6	-4.4	-6.7	21.1
9	COC(=O)c1cscc1NC(C)=O	-1.3	-10.5	0.3	-7.1	-0.2	x	i	-6.1	0.5	1.6
10	O=c1c2ccccc2nc(-c2ccccc2)n1-c1cccnc1	-2.6	2.7	u	-5.2	-1.2	x	-0.2	-7.5	5.2	-1.3
11	COc1ccc(/C=C/C(=O)Nc2cc(C)nn2-c2nc3ccccc3n2Cc2cccc([N+](=O)[O-])c2)cc1	-3.1	-3.8	-0.6	-4.6	-0.4	x	-0.4	-9.6	3.5	-4.8
12	CCCN1CCC(C(=O)NC(c2ccc(Cl)cc2)c2ccsc2)CC1 (stereo unspecified)	-1.6	x	-0.3	x	x	-4.2	-0.6	-1.7	x	-1.3
13	CCC1CCc2sc(C(=O)NC3CCN(Cc4ccccc4)CC3)cc2C1 (stereo unspecified)	-1.2	x	7.5	7.7	0.2	0.3	i	3.1	x	-6.8
14	C=CCNC(=O)c1c(CSc2ccc(Cl)cc2)noc1C(=O)NCCC	2.1	x	0.5	-30.3	4.2	x	i	34.3	x	6.2
15	Cc1cccc(NS(=O)(=O)c2ccc3[nH]c(=O)cc(C(=O)OC(C)C(=O)Nc4ccc([N+](=O)[O-])cc4)c3c2)c1 (stereo unspecified)	-1.0	5.6	-0.8	6.3	2.3	0.3	i	-25.5	3.4	34.4*
16	CSCCC(NC(=O)COc1ccccc1)C(=O)N(C)Cc1c(F)cccc1Cl (stereo unspecified)	-5.3	x	-0.9	x	x	0.2	i	23.7	x	4.9
17	COc1ccccc1N/C(=N/S(=O)(=O)c1ccc(Cl)cc1)c1ccccc1	-1.6	2.6	-0.1	x	-0.8	x	i	23.1	0.9	-11.1
18	CCn1nc(C(=O)NNC(=O)CCOc2cc(C)ccc2C)c2ccccc2c1=O	-1.9	1.8	-0.6	3.1	-0.6	-0.3	i	11.4	1.4	-7.6
19	COc1ccc(-c2nnc(SCC(=O)Nc3ccc4c(c3)OCCO4)n2N)cc1OC	1.5	23.5	-0.1	-6.8	-1.8	x	-0.7	-8.0	-0.1	-1.1
20	CN(CC1CCOCC1)C(=O)CC1C(=O)NCCN1Cc1ccccc1F (stereo unspecified)	0.7	19.2	-4.1	1.4	1.6	2.0	-0.3	10.4	4.4	24.8
21	O=C(Cn1nc(C(=O)O)c2ccccc2c1=O)Nc1nc(-c2ccccc2)cs1	-4.7	17.6	-0.4	-12.1	0.0	-0.2	i	2.7	-1.0	-10.7
22	CCOc1ccc(NC(=O)CN2CCN(CC(=O)Nc3ccc(C(=O)OC)cc3)CC2)cc1	-2.6	-7.7	-0.4	6.4	-1.6	x	i	2.7	2.6	4.8
23	CCc1cccc(CC)c1NC(=O)c1ccc(-c2cc(Cl)ccc2Cl)o1	-4.0	x	-0.6	x	x	1.6	-1.0	1.8	x	2.6
24	Cc1cc(Nc2cccc(C)c2C)n2ncnc2n1	-7.2	7.6	0.8	-13.3	-0.6	-0.2	-0.2	8.0	-2.5	3.0
25	O=C(c1cc2ccccn2n1)N1CCN(c2cccc(C(F)(F)F)c2)CC1	0.3	11.6	-0.1	-8.1	-0.6	x	0.9	6.2	0.6	-14.2
26	CN(C(=O)c1nn(C)c2c1CSc1ccccc1-2)c1ccccc1Cl	0.1	5.5	-2.2	-5.4	4.6	-5.5	i	19.2	2.3	2.1
27	CCCCNC(=O)C1CCN(S(=O)(=O)N2CCOCC2)CC1	-0.7	34.0	-1.0	-1.9	-0.2	10.3*	-0.3	7.5	1.4	-0.5
28	COCCN(C(=O)c1ccc(NC2CC2)c([N+](=O)[O-])c1)c1c(N)n(CC(C)C)c(=O)[nH]c1=O	-6.2	x	-0.3	3.8	-0.3	0.6	-2.1	0.7	x	-3.1
29	O=C(Nc1ccc(N2CCN(C(=O)c3cccs3)CC2)cc1)c1ccc(F)cc1	-3.1	30.7	-0.7	-14.9	1.3	0.7	i	7.2	1.4	7.7
30	S=C(Nc1ccccc1)N1CCN(C2CCCCC2)CC1	-0.3	4.8	0.1	-5.7	0.1	x	i	-7.6	3.7	14.8

Excerpt: compounds 29–30
#	SMILES	Anthrax LF prot	VHR inh abs	BoNT A protease	PriA SSB inh	PfHsp40 rescue	TcdB GH inh	BH1578 lux ind	Yp Topo-I inh	SARS 3CLpro inh	CCHF vOTU inh
29	O=C(Nc1ccc(N2CCN(C(=O)c3cccs3)CC2)cc1)c1ccc(F)cc1	-3.1	30.7	-0.7	-14.9	1.3	0.7	i	7.2	1.4	7.7
30	S=C(Nc1ccccc1)N1CCN(C2CCCCC2)CC1	-0.3	4.8	0.1	-5.7	0.1	x	i	-7.6	3.7	14.8

Returning to the listing, starting five compounds before the break.
#	SMILES	Anthrax LF prot	VHR inh abs	BoNT A protease	PriA SSB inh	PfHsp40 rescue	TcdB GH inh	BH1578 lux ind	Yp Topo-I inh	SARS 3CLpro inh	CCHF vOTU inh
26	CN(C(=O)c1nn(C)c2c1CSc1ccccc1-2)c1ccccc1Cl	0.1	5.5	-2.2	-5.4	4.6	-5.5	i	19.2	2.3	2.1
27	CCCCNC(=O)C1CCN(S(=O)(=O)N2CCOCC2)CC1	-0.7	34.0	-1.0	-1.9	-0.2	10.3*	-0.3	7.5	1.4	-0.5
28	COCCN(C(=O)c1ccc(NC2CC2)c([N+](=O)[O-])c1)c1c(N)n(CC(C)C)c(=O)[nH]c1=O	-6.2	x	-0.3	3.8	-0.3	0.6	-2.1	0.7	x	-3.1
29	O=C(Nc1ccc(N2CCN(C(=O)c3cccs3)CC2)cc1)c1ccc(F)cc1	-3.1	30.7	-0.7	-14.9	1.3	0.7	i	7.2	1.4	7.7
30	S=C(Nc1ccccc1)N1CCN(C2CCCCC2)CC1	-0.3	4.8	0.1	-5.7	0.1	x	i	-7.6	3.7	14.8
31	Cc1ccc(C(=O)OCC(=O)N(CC(C)C)c2c(N)n(Cc3ccccc3)c(=O)[nH]c2=O)cc1[N+](=O)[O-]	-1.7	x	-9.7	2.5	1.5	0.4	2.6	5.1	x	-14.6
32	Cc1ccc(-c2nn3cnnc3c3ccccc23)cc1	-2.9	18.1	0.4	-9.3	1.0	1.5	-0.2	5.1	2.4	-13.5
33	CC(C)CN(C(=O)c1ccc(-n2cncn2)c([N+](=O)[O-])c1)C1CCS(=O)(=O)C1 (stereo unspecified)	-0.2	x	3.3	-7.6	0.5	-0.1	i	-0.1	x	-2.2
34	Cc1cccc(N2CCN(S(=O)(=O)c3c(C)[nH]c(C)c3C(=O)N3CCCCC3)CC2)c1C	1.4	-2.2	4.6	14.8	-0.8	1.6	-0.5	-1.3	1.5	11.3
35	CC(C)(C)c1ccc(S(=O)(=O)NC(=O)C2(C)CCN2C(=O)Cc2ccc(-c3ccccc3)cc2)cc1 (stereo unspecified)	-3.9	x	0.0	x	x	1.3	-1.6	19.5	x	22.1
36	CCOc1ccc2nc(NC3=NC(c4ccc(OC)cc4)CC(=O)N3)nc(C)c2c1 (stereo unspecified)	1.0	14.7	0.2	-1.2	0.2	2.9	0.8	2.1	-3.6	5.7
37	Cc1nn(CC(=O)Nc2c(C)n(C)n(-c3ccccc3)c2=O)c(C)c1[N+](=O)[O-]	2.8	-2.7	-1.3	-11.2	-0.2	-0.2	-0.3	1.7	0.6	1.4
38	Cc1ccc(CSCCNC(=O)CSc2ccccc2)cc1	-1.9	4.5	-0.4	-10.3	3.5	5.9	-0.5	12.3	-3.3	13.3
39	Cc1ccc(C)c(N2CCN(C(=O)CCc3nc(-c4cccc(C(F)(F)F)c4)no3)CC2)c1	-2.2	x	-0.5	-2.9	0.6	1.4	0.8	32.1	x	16.5
40	Cc1ccc(CCNC(=O)C2CCN(S(=O)(=O)N3CCCC3)CC2)cc1	1.0	-7.5	0.5	-1.4	-0.6	x	i	0.9	1.1	-21.0
41	COc1ccc(CN(C)CC(O)COc2ccc(-c3ccccc3)cc2)cc1OC (stereo unspecified)	-3.6	5.8	-1.3	4.2	-0.3	0.7	-0.1	20.6	3.1	1.7
42	CCn1cc(C2=NC(c3ccccc3)CO2)c2ccccc21 (stereo unspecified)	2.2	-3.6	-0.8	-16.4	-1.2	-11.6	-0.3	14.6	4.3	8.2
43	O=C(NCCCSc1ccccc1)c1cccnc1	-0.6	9.6	-0.5	-6.3	-0.9	-2.4	i	7.5	-1.7	3.5
44	O=c1c2ccccc2c(-c2ccccc2)nn1Cc1ccc(Cl)cc1	u	16.4	u	-4.6	0.3	x	i	-10.5	-3.4	-13.1
45	CN(Cc1ccccc1)C(=O)[C@H]1CCC(=O)N1Cc1ccco1	1.8	22.8	-0.8	-8.5	0.9	x	i	-3.5	2.2	-1.2
46	CCOC(=O)c1ccc(NC(=O)c2nc[nH]c2C(=O)N(C)Cc2ccccc2)cc1	2.2	3.3	-0.2	-28.3	7.2	1.3	i	2.4	x	2.9
47	CN(Cc1c(C(=O)N/N=C/c2ccc(O)cc2)nnn1-c1nonc1N)C1CCCCC1	-3.1	19.7	-1.1	x	-0.3	0.6	-0.1	-1.3	2.5	6.4
48	CCOc1ncccc1C(=O)Nc1ccc2c(c1)OCO2	3.4	18.5	0.1	-8.3	-0.3	-0.3	i	4.7	-3.6	6.2
49	COC(=O)Cc1c[nH]c2cccc(OCC(O)CN(Cc3ccccc3)C(C)C)c12 (stereo unspecified)	-4.2	-9.2	0.5	2.8	0.5	x	i	11.2	-1.1	3.0
50	COc1ccc(CCNC(=O)CN2C(=O)COc3ccc(S(=O)(=O)N4CCOCC4)cc32)cc1OC	1.9	14.9	-0.2	-9.5	0.5	0.6	-0.5	-0.1	0.8	25.4
51	CN(C(=S)SCc1ccccc1)C1CCS(=O)(=O)C1 (stereo unspecified)	-8.1	10.6	1.0	-7.0	0.2	0.1	-0.8	-7.5	-0.2	7.2
52	O=C(O)c1ccc(NC2=C(Cl)C(=O)c3ccccc3C2=O)cc1	-0.3	-2.7	-0.5	-9.7	-0.1	-0.4	i	-3.2	-4.3	10.0
53	COc1ccccc1-c1nnc2sc(COc3ccccc3)nn12	-12.1	41.4	7.5	1.4	-0.8	x	-0.3	15.5	3.2	1.6
54	O=C(O)c1[nH]c2ccc(Cl)cc2c1CC(=O)N1CCN(c2ccccc2)CC1	-0.5	43.8	0.3	-7.7	0.3	x	0.3	8.1	6.3	6.9

Assay outcomes: PubChem, several laboratories
